Compound activity from PubChem BioAssay.
Nrf2 activator: activates Nrf2 signaling | AID 624171 | actives 0.31% (n = 410,000) | Potency, µM (highest dose often 46.1 µM), without a hit: at the highest dose activation, actives largely listed as activators | AREc32 ARE-luciferase reporter (MCF7-derived line), luminescence, 24 h; further: potency means the concentration at half of the fitted maximal effect; % of control where 0% means no effect; nearly all actives have a fitted effect of over 65% in size
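Steps: seed AREc32_Fluc cells (1000/well, 5% FBS OPTI-MEM); incubate overnight at 37 deg C; add 23 nL compound; incubate 24 hr; add Steady-Glo; hold 30 min RT; read luminescence.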
Akt phos inh: Akt phosphorylation inhibition | Neuro2A IGF-stimulated pAkt S473 HTRF, 20 min; hits give low values | activity change, % for hits at 50 µM | actives 0.32% (n = 360,000); in the data active means activity change below about -80%; inconclusive means mostly about -51% to -80%; further: on the % scale 0 is the no-effect control and ±100 the full control effect
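Single-point screen (50 µM final compound) in Neuro2A cells stimulated 20 min with 6 nM IGF at 37 deg C. After lysis, Ser473-phosphorylated Akt read by HTRF (ex 330 nm, em 615/665 nm) as the 665/615 ratio.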
Nrf2 block: inhibitors of Nrf2 signaling. Potency, µM (doses to about 46 µM), for inactives: top-dose activity change, negative = inhibition, most hits filed as inhibitors. actives 2.1% (n = 360,000). A549 ARE-Fluc reporter, luciferase luminescence, 18-24 h. AID 504444; further: potency means the concentration at half of the fitted maximal effect; on the % scale 0 is the no-effect control and ±100 the full control effect; nearly all actives have a fitted effect of over 60% in size
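In this cell-based qHTS, ARE-driven firefly luciferase in A549 cells reports Nrf2 activity; the luminescent signal after BugLite lysis is the measured value, with a prior CellTiter-Fluor read for cell health.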
EPAC2 antag: EPAC2 (human) antagonism. Q8WZA2. EPAC2 GEF exchange of Rap1B-BODIPY-GDP, fluorescence. Potency, µM (titrated, usually from 114 µM), without a hit: at the top dose activity, negative = inhibition, hits mostly inhibitors. actives 0.18% (n = 360,000). AID 720708; further: potency means the concentration at half of the fitted maximal effect; on the % scale 0 is the no-effect control and ±100 the full control effect; nearly all actives have a fitted effect of over 45% in size; many of its hits are not listed in these tables
Target sequence (Q8WZA2 whole entry, looked up): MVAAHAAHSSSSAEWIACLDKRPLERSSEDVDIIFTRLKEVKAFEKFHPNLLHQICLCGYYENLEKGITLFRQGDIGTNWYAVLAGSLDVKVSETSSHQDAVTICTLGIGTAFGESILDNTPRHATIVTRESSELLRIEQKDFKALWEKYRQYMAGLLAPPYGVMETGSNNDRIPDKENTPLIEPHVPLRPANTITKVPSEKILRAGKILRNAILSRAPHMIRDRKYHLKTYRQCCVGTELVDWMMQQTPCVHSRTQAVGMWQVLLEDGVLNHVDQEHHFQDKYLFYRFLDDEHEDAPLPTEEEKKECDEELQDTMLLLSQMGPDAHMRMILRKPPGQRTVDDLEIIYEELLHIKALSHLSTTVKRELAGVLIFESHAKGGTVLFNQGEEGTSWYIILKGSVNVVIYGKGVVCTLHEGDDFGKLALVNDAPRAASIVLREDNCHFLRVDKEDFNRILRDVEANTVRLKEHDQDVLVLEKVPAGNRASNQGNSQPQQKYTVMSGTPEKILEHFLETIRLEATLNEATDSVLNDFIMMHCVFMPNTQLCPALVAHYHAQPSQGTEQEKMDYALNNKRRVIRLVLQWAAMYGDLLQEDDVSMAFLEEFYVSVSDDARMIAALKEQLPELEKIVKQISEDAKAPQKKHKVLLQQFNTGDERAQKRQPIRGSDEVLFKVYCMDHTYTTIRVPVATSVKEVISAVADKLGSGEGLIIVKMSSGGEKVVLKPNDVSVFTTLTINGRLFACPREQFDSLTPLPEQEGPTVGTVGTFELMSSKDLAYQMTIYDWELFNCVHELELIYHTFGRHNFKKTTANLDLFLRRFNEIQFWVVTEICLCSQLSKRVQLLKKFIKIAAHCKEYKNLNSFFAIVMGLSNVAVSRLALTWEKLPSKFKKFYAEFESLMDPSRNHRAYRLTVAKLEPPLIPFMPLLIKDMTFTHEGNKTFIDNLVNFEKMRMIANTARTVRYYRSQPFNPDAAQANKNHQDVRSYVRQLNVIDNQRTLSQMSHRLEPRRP
A549 viability: counter-screen for Nrf2 inhibitors: cytotoxicity in A549 cells | A549 ARE-Fluc cells, CellTiter-Fluor viability, 18-24 h | Potency, µM (top dose mostly 46 µM), without a hit: at the highest dose activity change, negative = cytotoxicity, actives largely listed as inhibitors | actives 0.16% (n = 390,000) | AID 504648; further: potency means the concentration at half of the fitted maximal effect; on the % scale 0 is the no-effect control and ±100 the full control effect
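Cytotoxicity counterscreen: CellTiter-Fluor fluorescence was measured in A549 ARE_Fluc cells after 18-24 h of compound exposure in a concentration series. The subsequent BugLite luminescent read reports ARE-luciferase activity.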
MmCpn inh: M. maripaludis TRiC chaperonin inhibition. AID 504842. purified Mm-Cpn ATPase, ADP Transcreener TR-FRET. Potency, µM (highest dose often 76.9 µM), for inactives: at the highest dose activity, negative = inhibition, most hits filed as inhibitors. actives 0.031% (n = 330,000); further: potency means the concentration at half of the fitted maximal effect; on the % scale 0 is the no-effect control and ±100 the full control effect; nearly all actives have a fitted effect of over 80% in size
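Inhibition of chaperonin ATP hydrolysis is measured as reduced ADP production, detected by competitive TR-FRET in which signal falls with ADP. Final enzyme 25 nM and ATP 10 uM, reacted 30 min at 37°C.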
TGFb inhibitor: TGF-b pathway inhibition | HepG2 CAGA-GFP TGF-b/SMAD3 reporter, GFP fluorescence, 18 h; TGF-beta stimulated, 500 pg/mL final | actives 1.2% (n = 410,000) | Potency, µM (series often up to 46.1 µM), for inactives: at the top dose activity, negative = inhibition, actives largely listed as inhibitors | AID 588855; further: potency means the concentration at half of the fitted maximal effect; on the % scale 0 is the no-effect control and ±100 the full control effect; nearly all actives have a fitted effect of over 65% in size
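HEPG2 CAGA-GFP, 1000 cells/well; 2 h settle, 37 C; cpd via pin tool; TGF-b 500 pg/mL final; 18 h, 37 C; GFP imaging ex488/em500-530; %Activity normalised to -TGF-b and +DMSO controls; CRC fit, curve class.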
EPAC2 agonist: activates human EPAC2 exchange factor; Q8WZA2; EPAC2 activation, biochemical qHTS; response scale: 100% = 6.5 mM cAMP response; Potency, µM (series often up to 154 µM), for inactives: top-dose activation, actives largely listed as activators; actives 0.079% (n = 360,000); AID 720711; further: potency means the concentration at half of the fitted maximal effect; nearly all actives have a fitted effect of over 50% in size
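Compounds were added across a concentration range to EPAC2 (100 nM), RAP1B-BODIPY-GDP (250 nM) and GDP (50 uM). After 5 min at room temperature, fluorescence was recorded at 5-min intervals for 30 min.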
CCT modulator: modulators of cytosolic chaperonin (CCT/TRiC) activity | actives 0.3% (n = 360,000) | activity change, % (test concentration not listed), hits read low | purified chaperonin ATPase assay, HTRF ADP detection, 30 min; in the data active means activity change below about -30%; further: on the % scale 0 is the no-effect control and ±100 the full control effect
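Enzyme 40 or 20 nM (batch-dependent) in Tris pH 7.4/KCl/MgCl2/DTT; cpd 76 uM single point; ATP 10 uM; 30 min 37 °C; Transcreener ADP HTRF detection, 30 min RT; ratio 665/615.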
An asterisk follows results filed as active; i = inactive; ? = inconclusive; / = no result given; & = joins results of further samples. Unless noted, the call rests on the fitted dose curve; in most records, active means well fitted curve in the direction sought with a large enough effect; inconclusive means small, poorly fitted or top-dose-only effect, or another doubt; inactive means no such curve, though single readings can be large; an effect the other way counts as inactive or inconclusive. A portion of the library (hit frequency here may not be typical).

SMILES | Nrf2 activator | Akt phos inh | Nrf2 block | EPAC2 antag | A549 viability | MmCpn inh | TGFb inhibitor | EPAC2 agonist | CCT modulator
COc1cccc(-c2cn3c(n2)sc2cc(C(=O)NCCC4=CCCCC4)ccc23)c1 | 7.5% | / | 7% | / | 1% | / | -21% | / | /
COc1ccc2nc(-c3ccccn3)ccc2c1 | -1.0% | i | / | -5% | / | / | -18% | 4% | -1.3
CCCNc1nc2c(c(=O)[nH]c(=O)n2C)n1CCC(C)C | 0.7% | i | -4% | 9% | -8% | -2% | 5% | 0% | -4.9
CC(C)Oc1ccc(C2CC(=O)N(c3ccccc3)C2=O)cc1 (configuration not stated) | 0.8% | i | / | 1% | 0% | 0% | -10% | 3% | -2.4
Oc1cccc(C=Nc2cccc3ccccc23)c1O | 2.5% | i | 14% | 12% | -15% | 1% | ? | 12% | 0.6
COc1ccc(C(c2nnnn2C2CCCC2)N2CCc3ccccc3C2)cc1OC (configuration not stated) | 5.4% | i | / | 1% | -3% | 0% | -14% | 26% | -2.2
COc1ccccc1C(=O)Cc1ccccc1 | 0.5% | i | 11% | 13% | -3% | / | -10% | -2% | 0.4
Cc1ccc(NC(=O)c2ccccc2O)cc1 | 0.2% | i | ? | -2% | 2% | -2% | ? | -8% | 2.4

Reprinted from the part before: 6 compounds; new compounds follow.
SMILES | Nrf2 activator | Akt phos inh | Nrf2 block | EPAC2 antag | A549 viability | MmCpn inh | TGFb inhibitor | EPAC2 agonist | CCT modulator
CCCNc1nc2c(c(=O)[nH]c(=O)n2C)n1CCC(C)C | 0.7% | i | -4% | 9% | -8% | -2% | 5% | 0% | -4.9
CC(C)Oc1ccc(C2CC(=O)N(c3ccccc3)C2=O)cc1 (configuration not stated) | 0.8% | i | / | 1% | 0% | 0% | -10% | 3% | -2.4
Oc1cccc(C=Nc2cccc3ccccc23)c1O | 2.5% | i | 14% | 12% | -15% | 1% | ? | 12% | 0.6
COc1ccc(C(c2nnnn2C2CCCC2)N2CCc3ccccc3C2)cc1OC (configuration not stated) | 5.4% | i | / | 1% | -3% | 0% | -14% | 26% | -2.2
COc1ccccc1C(=O)Cc1ccccc1 | 0.5% | i | 11% | 13% | -3% | / | -10% | -2% | 0.4
Cc1ccc(NC(=O)c2ccccc2O)cc1 | 0.2% | i | ? | -2% | 2% | -2% | ? | -8% | 2.4
CCOC(=O)c1cccc(NS(=O)(=O)c2c(C(=O)N3CCCCCC3)c(C)n(C)c2C)c1 | -0.5% | i | 6% | 0% | 1% | -1% | -3% | 7% | -8.1
CCn1cc(C(=O)NCCCN2CCC(C)CC2)c(=O)c2cc(S(=O)(=O)N(C)C3CCCCC3)ccc21 | -1.6%&-0.2% | i | -10%&5% | -7% | ? | -4% | ? | 9% | -0.4
CC(C)COC(=O)c1cc(-c2ccc(/C=N/n3cnnc3)o2)ccc1Cl | -0.5% | i | 1% | -5% | -2% | 2% | -16% | 5% | 0.4
COCCNC(=O)c1cccc(OC2CCN(Cc3ccc(Cl)c(F)c3)CC2)c1 | 0.4% | i | ? | -1% | -11% | 0% | ? | 7% | 1.0
O=C(CCN1C(=O)/C(=C/c2ccccc2F)SC1=S)N[C@@H](CO)Cc1ccccc1 | -0.9% | i | ? | 6% | -23% | 2% | ? | 0% | -1.9
COc1ccc(NC(=S)NCCc2c(C)[nH]c3ccc(OC)cc23)cc1 | -1.3% | i | -7% | 3% | 0% | 2% | 4% | 13% | 1.3
COc1ccc(CNC(=O)c2ccc(N3CCCC3=O)cc2)cc1 | 0.3% | i | / | -3% | 6% | -1% | -7% | 14% | -4.1
CCCNC(=O)COC(=O)c1[nH]c(C)c(C(=O)OCC)c1C | 0.0% | i | 11% | 6% | / | -7% | -11% | -14% | 1.0
Cc1ccccc1NC(=O)CC1c2ccccc2CC(C)(C)N1C (configuration not stated) | -0.2% | i | 7% | 3% | 0% | 3% | -13% | 2% | -0.6
O=C(Nc1ccccc1Cl)N1CCC2(CC1)Oc1ccccc1C(=O)N2Cc1ccc(F)cc1 | -0.5% | / | 0% | / | 12% | / | -3% | / | /
O=C(CNC(=O)c1cccs1)OCc1ccc(Cl)cc1 | -0.3% | i | 4% | 9% | -4% | 0% | -8% | 5% | -0.6
O=C(NC1CCC(O)CC1)C1CCN(S(=O)(=O)c2c(Cl)cccc2Cl)CC1 (configuration not stated) | 0.0% | i | -2% | 7% | 5% | -1% | -2% | 2% | -3.9
COc1cc2c(cc1OC)C(C(=O)NC1CC1)C1c3ccccc3CCN1C2=O (configuration not stated) | -0.5% | i | -9% | -4% | -14% | / | -1% | 15% | -0.2
COc1ccc(OC)c(/C=C/C(=O)Oc2ccc(C(C)=O)cc2)c1 | 6.5% | i | 2% | 6% | 0% | -2% | -16% | 12% | -1.1
COc1ccc(CN(C)C(=O)CNC(=O)c2sc3ccccc3c2Cl)c(OC)c1 | 2.8% | i | / | -6% | / | / | -15% | 3% | 0.8
CC(C)Cn1c(N)c(C(=O)CSc2ccccc2)c(=O)n(C)c1=O | 2.1% | i | ? | 6% | -2% | -2% | -2% | -8% | -6.7
O=C(NP(=O)(N1CCCC1)N1CCCC1)C1=C(N2CCOCC2)/C(=C/c2cccc([N+](=O)[O-])c2)CC1 | 4.1% | i | 3% | 10% | -1% | 1% | -1% | 1% | -0.7
COc1ccc(NC(=O)COC(=O)c2ccc(S(=O)(=O)N3CCCC3)cc2)cc1OC | -0.6% | i | 4% | 6% | 0% | ? | 6% | -2% | 1.2
Cc1ccc(NC(=O)c2sc3nc[nH]c(=O)c3c2C)c(C)c1 | 2.5% | i | 2% | 1% | 3% | 0% | -16% | 12% | -0.3
CCOc1c2ccc(C(=O)NCc3ccc(OC(F)(F)F)cc3)cc2nn1C | -0.1% | i | -12% | -17% | -7% | -1% | ? | 5% | -1.2
C#CCN(C[C@H]1[C@H](OC(=O)NCCCCCC)[C@H](OC(=O)NCCCCCC)C[C@@H](C(=O)OC)[C@H]1C(=O)OC)S(=O)(=O)c1ccc(C)cc1 | 1.0% | i | / | -1% | / | / | ? | 0% | -0.4
Cc1ccc(Cn2c(C(=O)O)c(CNCc3cccs3)c3ccc(C)cc32)cc1 | -0.5% | / | 8% | / | ? | / | ? | / | /
Cc1cc(NC(=O)CN2CCN(c3ccccc3O)CC2)no1 | 0.1% | i | 4% | -1% | 12% | 1% | 0% | 2% | -1.6
CCOC(=O)c1c(NC(=O)CSc2nnc(-c3cccnc3)o2)sc(C(C)=O)c1C | -0.2% | i | -2% | 1% | -4% | -5% | 7% | -3% | -0.5
Cc1ccc(SCc2noc(C(=O)NC(C)C)c2C(=O)O)cc1C | 0.2% | i | ? | 5% | 2% | -1% | 16% | 1% | -0.2
COc1cccc2cc(C(=O)N3CCN(C(=O)c4ccco4)CC3)c(=O)oc12 | -0.7% | i | -16% | -2% | 0% | -2% | -6% | -2% | 1.8
COc1ccc(C(=O)/C=C/C(=O)N(CC(=O)NC2CCCCC2)CC2CCCO2)c(O)c1 (configuration not stated) | ? | i | 21µM* | -20% | ? | 4% | ? | -2% | -1.0
Cc1ccc(C2=NOC(C)(c3sc(-c4ccc(Cl)cc4)nc3C)C2)cc1 (configuration not stated) | 5.8% | i | ? | 8% | 1% | / | -48% | 5% | -0.5
O=C(Cc1ccccc1)Nc1ccc(NC(=O)Cc2ccccc2)c(Cl)c1 | 0.4% | i | -6% | -9% | -1% | 5% | 4% | 2% | -6.0
COc1ccccc1NC(=O)c1sc2ncn(CC(=O)Nc3ccccc3)c(=O)c2c1C | 20% | i | -7% | -13% | -4% | 0% | 5% | 3% | 0.3
CC(C)N(C(=O)Cn1c(=O)oc2ccccc21)c1ccccc1 | -0.1% | i | 2% | -6% | 12% | 1% | -3% | 10% | 1.0
O=C(Oc1ccccc1)N1CCCCC1 | -0.4% | i | / | 7% | / | / | -7% | 7% | -1.7
COc1ccc(CN(C)C(c2ccccc2)c2nnnn2-c2ccccc2C)c(OC)c1C (configuration not stated) | 0.1% | i | / | 1% | 3% | -2% | ? | 10% | -0.1
C/C(=N\S(=O)(=O)c1ccc(C)cc1)Nc1cc(C(C)C)c(O)cc1C | 8.2% | i | 24% | 3% | -3% | 0% | 0% | 1% | -6.0
